PRMT1 inh – blocks human protein arginine methyltransferase 1; recombinant PRMT1, activity-based probe fluorescence polarization; inhibition, % at 2.79 µM; actives 1.3% (n = 370,000);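 active means inhibition above about 21% made by adding two undisclosed values, limit read from the data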
UHRF1 MBD2 ctr – blocks human UHRF1 binding to methylated DNA. Q96T88. UHRF1 binding to methylated oligo, TR-FRET. inhibition, % at 4.4 µM. actives 0.75% (n = 370,000). AID 687016; in the data active means inhibition above about 21%;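 further: UHRF1 SRA domain binding a hemimethylated CpG hairpin DNA probe; 0% = median of test compound wells and 100% = reference inhibitor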
Target sequence (Q96T88 whole entry, looked up, the tested form may be a part): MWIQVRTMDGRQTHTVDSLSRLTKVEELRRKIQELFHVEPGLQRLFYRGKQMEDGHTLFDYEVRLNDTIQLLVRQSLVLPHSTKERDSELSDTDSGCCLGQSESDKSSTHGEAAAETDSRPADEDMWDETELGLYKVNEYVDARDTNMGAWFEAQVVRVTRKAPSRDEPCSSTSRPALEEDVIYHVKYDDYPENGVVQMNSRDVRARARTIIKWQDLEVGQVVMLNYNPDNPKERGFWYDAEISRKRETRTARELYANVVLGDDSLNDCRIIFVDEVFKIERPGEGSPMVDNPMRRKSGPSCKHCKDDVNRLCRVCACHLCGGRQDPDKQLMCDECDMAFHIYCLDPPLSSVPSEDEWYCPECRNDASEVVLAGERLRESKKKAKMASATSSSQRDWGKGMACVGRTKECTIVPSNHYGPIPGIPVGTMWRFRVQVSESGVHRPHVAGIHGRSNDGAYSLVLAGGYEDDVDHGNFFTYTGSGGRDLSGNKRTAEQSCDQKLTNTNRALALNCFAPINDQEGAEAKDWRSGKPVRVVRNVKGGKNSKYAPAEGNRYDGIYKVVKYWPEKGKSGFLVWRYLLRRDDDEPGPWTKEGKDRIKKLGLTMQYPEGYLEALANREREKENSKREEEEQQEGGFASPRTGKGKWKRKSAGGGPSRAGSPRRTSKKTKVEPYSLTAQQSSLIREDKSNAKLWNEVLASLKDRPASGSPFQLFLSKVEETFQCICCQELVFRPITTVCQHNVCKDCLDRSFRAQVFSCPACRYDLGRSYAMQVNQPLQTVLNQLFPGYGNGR
mABHD4 FP – inhibits mouse alpha/beta hydrolase domain 4 | Q8VD66 | purified mABHD4, FP-Rh probe fluorescence polarization | inhibition, % at 8.92 µM | actives 0.54% (n = 370,000);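 active means inhibition exceeding the mean over every tested compound plus 3 SD, cut at about 30% in these data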;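 further: 0% = plate median of compound wells and 100% = S159A mutant with DMSO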
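system = mouse ABHD4 enzyme, wild type | medium = HEPES pH 7.0, NaCl, Pluronic buffer | also added = FP-Rh probe | incubation = Enzyme–compound pre-incubation 45 min, then probe 60 min, both 25 °C | technique = fluorescence polarization, excitation 525 nm, emission 598 nm, BODIPY TMR filters | controls = S159A mutant high control, sample median low control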
NPR1 activator – GC-A (human) enzyme activation | AID 1671463 | actives 0.14% (n = 370,000) | activation, % at 10 µM | HEK293 GC-A cells, cGMP TR-FRET, EC30 ANP; 0% at EC30 ANP, 100% saturating ANP | P16066; in the data active means activation above about 40%
rCAG binder – r(CAG) repeat RNA binding; TO-PRO-1 dye displacement fluorescence; inhibition, % at 3 µM; actives 1.3% (n = 370,000); AID 651821;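 active means inhibition above the plate cutoff, the mean of all test compounds on that plate plus 3 SD, cut at about 35% in these data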;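 further: 0% = DMSO alone and 100% = 100 µM mitoxantrone as full dye displacement; higher means more dye released from RNA so lower well fluorescence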
TCR CD3 inh – inhibitors of human TCR-CD3 interaction; TAMRA-labeled TCR probe fluorescence, biochemical; inhibition, % at 9.4 µM; actives 0.37% (n = 360,000); AID 651800; in the data active means inhibition above about 19%;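 further: recombinant mutant TCR 2C K166C tagged with TAMRA read by polarization; 0% = receptor in buffer alone and 100% = receptor with positive control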
MBD2 inh – inhibitors of human MBD2 binding to methylated oligonucleotide. TR-FRET. inhibition, % at 4.4 µM. actives 0.31% (n = 370,000). AID 686964; in the data active means inhibition above about 13%
SIAE primary – inhibitors of human sialic acid acetylesterase SIAE. SIAE FP-Rh probe binding, fluorescence polarization. inhibition, % at 9.66 µM. actives 0.69% (n = 370,000). AID 1053197;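 active means inhibition above a cutoff: mean of compounds within the control limits plus 3 SD of those, cut at about 17% in these data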;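 further: 0% = plate median of compound wells and 100% = probe without SIAE protein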
NPR2 activator – GC-B (human) receptor activation. AID 1920062. actives 0.11% (n = 370,000). HEK293-GC-B cells, CNP EC30, cGMP TR-FRET; 0% at EC30 CNP, 100% saturating CNP. activation, % at 10 µM. P20594;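 active means activation at 10 µM reaching about 35% in either raw or pattern-adjusted values, limit read from the data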
HTRA1 inhibitor – HTRA1 (human) protease inhibition | Q92743 | recombinant HTRA1, FP-rhodamine activity-based probe, fluorescence polarization | inhibition, % at 5.96 µM | actives 0.5% (n = 340,000); in the data active means inhibition above about 36%;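 further: 0% = enzyme with DMSO and 100% = wells lacking enzyme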
Active calls of the source: *; . = no result given.

Compound,PRMT1 inh,UHRF1 MBD2 ctr,mABHD4 FP,NPR1 activator,rCAG binder,TCR CD3 inh,MBD2 inh,SIAE primary,NPR2 activator,HTRA1 inhibitor
CCOP(=O)(OCC)C(O)c1ccc(OC)cc1 (stereo not drawn),2,5,5,3,0,-6,-3,1,2,.
CCC(CO)(C(=O)OC1C[N+]2(C)CCC1CC2)c1ccccc1 (stereo not drawn),-2,-2,2,0,1,-2,-4,8,-1,2
CC/C(=N\N1CCCCCC1)c1c(O)n(-c2ccccc2C)c(=O)[nH]c1=O,-2,-3,-14,24,-1,0,1,-1,27,-1
CCc1ccc(NC2=NCCCS2)cc1,-1,5,1,-3,-1,2,1,-6,2,-4
C[N+](C)(C)CC1CCCC(C[N+](C)(C)C)C1=O (stereo not drawn),5,2,3,3,1,-1,3,4,-1,13
CCOc1cc(-c2nc3c(C)cccn3c2NCC2CCCO2)ccc1O (stereo not drawn),3,1,-5,5,-6,-3,0,-1,8,1
CC(=O)c1ccc(OC(NC(=O)Cc2ccccc2)C(Cl)(Cl)Cl)cc1 (stereo not drawn),2,1,-7,-1,0,-10,-2,-6,1,3
COc1ccc(NC(=O)CN(C)C(=O)CSC(c2ccccc2)c2ccccc2)cc1,-2,0,-20,-8,1,-1,3,1,5,-22
CC(=NCc1ccc2c(c1)OCO2)c1c(O)n(C)c(=O)n(C)c1=O,0,-1,-2,8,-3,4,-2,9,3,1
CC(CO)(CO)N=Cc1c(O)n(-c2cccc3ccccc23)c(=O)[nH]c1=O,3,3,-9,2,-1,-1,1,-2,4,4
COc1ccc(C(c2nnnn2-c2ccc(OC)cc2)N2CCC(n3c(=O)[nH]c4ccccc43)CC2)cc1 (stereo not drawn),0,-3,-13,-7,8,2,-4,-2,-3,.
CCn1c(O)c(N=Nc2ccc(S(=O)(=O)N3CCOCC3)cc2)c(=O)n(CC)c1=S,1,0,6,0,5,2,-5,-1,-8,5
Cn1c(O)c(C=NCCCNC2CCCCC2)c(=O)n(C)c1=O,-3,6,-7,-11,3,5,2,-9,-12,-1
CN(C)c1ccc(/C=C2\CC3C4CC=C5CC(O)CCC5(C)C4CCC3(C)C2=O)cc1 (stereo not drawn),-2,-1,-3,0,2,-1,3,-5,-3,0
CC(C)CCn1c(N)c(C(=O)OCC2CCCO2)c2nc3ccccc3nc21 (stereo not drawn),-1,-7,6,13,-1,-8,1,1,-7,-25
O=C(O)C1C2CCC(O2)C1C(=O)NC1CCCCC1 (stereo not drawn),-1,2,2,-5,0,-4,5,2,1,0
COc1ccc(-n2cnc3cc(C(=O)N4CCC5(CC4)OCCO5)ccc32)cc1,4,2,0,0,-5,8,-3,0,4,0
O=C(CCCc1ccc(N(CCCl)CCCl)cc1)NCc1ccccc1,1,1,-4,-4,2,5,-2,3,-1,-3
CC(=O)OC1CC[C@]2(C#N)[C@H]3CC[C@]4(C)[C@H](C5C=CC(=O)O5)CCC4(O)C3CCC2(O)C1 (stereo partly drawn),-5,-2,3,0,-5,10,4,-5,-8,5
Cn1ccnc1P(=S)(c1nccn1C)N1CCOCC1,3,1,-1,-1,-3,-7,2,-9,3,-4
CCOC(=O)C(NC(C)=O)C(OC(C)=O)c1cccc(N(CCCl)CCCl)c1 (stereo not drawn),2,1,7,4,-2,-3,3,3,-4,0
CC1CN=C(Nc2ccc(N(C)C)cc2)S1 (stereo not drawn),0,-5,3,-14,1,4,2,10,-7,9
O=C(c1cccn2c(=O)c3cc(Cl)ccc3nc12)N1CCC2(CC1)OCCO2,0,-1,-1,9,-1,3,-1,-1,16,-1
CC(Cc1ccccc1)NC(=O)Cc1ccc([N+](=O)[O-])cc1 (stereo not drawn),-2,0,-7,2,-1,8,-2,-11,-3,7
Nc1ccccc1C(=O)OCCc1ccccc1,-3,0,-9,-3,3,2,1,-1,-12,-4
Clc1ccc(C(Cn2ccnc2)OCc2csc3c(Cl)cccc23)c(Cl)c1 (stereo not drawn),3,-2,9,-12,3,-3,0,-8,-13,-68
CN1C(=O)C(c2ccccc2)C(=O)N(C)C1=O,-2,2,0,2,-7,-12,-2,3,3,.
CN1CCN(c2nccc3c2ncn3C)CC1,-2,1,6,-1,4,-1,-1,-6,3,-1

As a short view, 11 of the compounds above:
Compound,PRMT1 inh,UHRF1 MBD2 ctr,mABHD4 FP,NPR1 activator,rCAG binder,TCR CD3 inh,MBD2 inh,SIAE primary,NPR2 activator,HTRA1 inhibitor
COc1ccc(-n2cnc3cc(C(=O)N4CCC5(CC4)OCCO5)ccc32)cc1,4,2,0,0,-5,8,-3,0,4,0
O=C(CCCc1ccc(N(CCCl)CCCl)cc1)NCc1ccccc1,1,1,-4,-4,2,5,-2,3,-1,-3
CC(=O)OC1CC[C@]2(C#N)[C@H]3CC[C@]4(C)[C@H](C5C=CC(=O)O5)CCC4(O)C3CCC2(O)C1 (stereo partly drawn),-5,-2,3,0,-5,10,4,-5,-8,5
Cn1ccnc1P(=S)(c1nccn1C)N1CCOCC1,3,1,-1,-1,-3,-7,2,-9,3,-4
CCOC(=O)C(NC(C)=O)C(OC(C)=O)c1cccc(N(CCCl)CCCl)c1 (stereo not drawn),2,1,7,4,-2,-3,3,3,-4,0
CC1CN=C(Nc2ccc(N(C)C)cc2)S1 (stereo not drawn),0,-5,3,-14,1,4,2,10,-7,9
O=C(c1cccn2c(=O)c3cc(Cl)ccc3nc12)N1CCC2(CC1)OCCO2,0,-1,-1,9,-1,3,-1,-1,16,-1
CC(Cc1ccccc1)NC(=O)Cc1ccc([N+](=O)[O-])cc1 (stereo not drawn),-2,0,-7,2,-1,8,-2,-11,-3,7
Nc1ccccc1C(=O)OCCc1ccccc1,-3,0,-9,-3,3,2,1,-1,-12,-4
Clc1ccc(C(Cn2ccnc2)OCc2csc3c(Cl)cccc23)c(Cl)c1 (stereo not drawn),3,-2,9,-12,3,-3,0,-8,-13,-68
CN1C(=O)C(c2ccccc2)C(=O)N(C)C1=O,-2,2,0,2,-7,-12,-2,3,3,.

Compound activity (PubChem)

Not all compounds are listed; rates above refer to the full screens.
